GASC-1 inh: inhibitors of human GASC-1 (JMJD2C) demethylase; GST-JMJD2C(1-420) H3K9me3 demethylation, DELFIA europium; inhibition, % at 2.35 µM; actives 0.069% (n = 330,000);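 active means more than half of a compound's replicate wells show inhibition beyond 50%, single wells judged on their own value; inconclusive means some, but no more than half, of replicates pass 50% inhibition; inactive means no replicate passes 50% inhibition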;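 further: signal counts dimethyl H3K9 product captured on neutravidin plate; 0% = median of DMSO wells and 100% = 0.3 times that DMSO median; strong numbers were not always called active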
Target sequence (Q9H3R0 1-420 limits assumed): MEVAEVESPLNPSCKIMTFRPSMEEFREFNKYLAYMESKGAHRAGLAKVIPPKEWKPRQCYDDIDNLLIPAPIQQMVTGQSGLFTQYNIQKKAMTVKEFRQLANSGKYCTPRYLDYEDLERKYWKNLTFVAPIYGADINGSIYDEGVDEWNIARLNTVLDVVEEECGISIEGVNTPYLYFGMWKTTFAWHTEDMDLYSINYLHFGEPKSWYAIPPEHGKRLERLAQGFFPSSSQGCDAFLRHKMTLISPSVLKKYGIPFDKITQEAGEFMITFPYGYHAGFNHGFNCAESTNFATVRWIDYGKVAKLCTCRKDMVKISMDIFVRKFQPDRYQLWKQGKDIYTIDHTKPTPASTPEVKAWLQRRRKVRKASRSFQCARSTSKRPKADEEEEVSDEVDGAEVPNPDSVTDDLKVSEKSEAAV
An asterisk follows results filed as active; ? = inconclusive. Only part of the results is shown; the hit share may differ from the screen's.

Start of the listing, in advance:
GASC-1 inh | Compound
-43 | CCCCOc1cccc(C2C(C(=O)c3ccc(C)o3)=C(O)C(=O)N2c2nnc(C)s2)c1 (stereo not given)
-10 | COc1ccc(N2CCN(C(=O)c3ccc(Cn4nc(C)c([N+](=O)[O-])c4C)o3)CC2)cc1

All compounds of this part, from the start:
GASC-1 inh | Compound
-43 | CCCCOc1cccc(C2C(C(=O)c3ccc(C)o3)=C(O)C(=O)N2c2nnc(C)s2)c1 (stereo not given)
-10 | COc1ccc(N2CCN(C(=O)c3ccc(Cn4nc(C)c([N+](=O)[O-])c4C)o3)CC2)cc1
-12 | Cc1ccc(/C=[N+](\[O-])c2ccc(N(C)C)cc2)c2nsnc12
-14 | Cc1ccc(NN2C(=O)C=C(c3ccccc3)C2=O)cc1
-6 | CCCCCCCCCCCCCCCC(=O)OC[C@H](COP(=O)([O-])OCC[N+](C)(C)C)OC(=O)CCCCCCCCCCCCCCC
19 | Cn1c(=S)[nH]c2scc(-c3cccs3)c2c1=O
22 | Cc1cc(C)n(Cc2ccc(Cl)c(Cl)c2)c(=O)c1S(=O)(=O)c1ccccc1
1 | CCCC(N)CCCCCC(=O)O (stereo not given)
2 | Nc1nc(-c2cccnc2)nn1C(=O)c1ccco1
-40 | N=C(N)SCc1cn(-c2ccccc2)nc1-c1ccc(Br)cc1
24 | O=S(=O)(c1ccc(S(=O)(=O)N(Cc2ccc(F)cc2)C2CCCC2)cc1)N1CCCC1
32 | COc1ccc(Cn2c(C)nc3oc4cc(OC)ccc4c(=O)c3c2=O)cc1
31 | Cc1cccc(C(=O)NC(=S)NNC(=O)COc2ccc(Cl)cc2)c1
24 | COc1ccc(N=Nc2n(C)c3ccccc3[n+]2C)cc1
-7 | Cc1cc(NC(=O)c2ccc(S(=O)(=O)N3CCCC3)cc2)nc2c1c(=O)oc1ccccc12
16 | O=C(Oc1ccc(Nc2ncnc3ccccc23)cc1)c1cccnc1
-17 | COc1cc(OC)cc(C(=O)NCCSCc2ccco2)c1
22 | COc1ccccc1-c1c(C)oc2c(CN3CCN(CCO)CC3)c(O)ccc2c1=O
-15 | Cc1ccc(-c2nnn(CC(=O)N(CC(=O)NC3CCCCC3)c3ccccc3F)n2)o1
9 | COc1ccc(C(=O)CNc2ccc3ccccc3c2)cc1
14 | COC(=O)c1sc(NC(=O)c2ccoc2C)nc1C
12 | CCN(C(=O)c1cccs1)C1CCS(=O)(=O)C1 (stereo not given)
-11 | Cc1cnc(C(=O)N2CCCC(N3CCN(c4ccccc4F)CC3)C2)cn1 (stereo not given)
-9 | Cc1ccc2[nH]c3c(c2c1)CN(C(=O)CN1CCSCC1)CC3
-16 | CC(=O)Nc1cccc(NC(=O)c2ccc(COc3ccccc3)cc2)c1
12 | O=C(CSc1ncnc2scc(-c3ccc(Cl)cc3)c12)NCc1ccc2c(c1)OCO2
-23 | O=C(CN1CCCN(S(=O)(=O)c2ccc(Br)cc2)CC1)Nc1ccc2c(c1)OCO2
-7 | O=C(NCc1ccco1)c1cccc(S(=O)(=O)N2CCCC2)c1
1 | Cc1cc(NC(=S)N(Cc2cccc(Br)c2)CC2CCC(C(=O)O)CC2)ccc1Cl (stereo not given)
-4 | CCOc1ccc(CN2CCNC(=O)C2CC(=O)NCc2csc(C(C)C)n2)cc1 (stereo not given)

Following part.
GASC-1 inh | Compound
0 | O=C(NCCCN1CCCC1=O)c1ccc2c(c1)NC(=O)C(N1CCOCC1)S2 (stereo not given)
4 | O=C1CCc2cc(S(=O)(=O)NCc3ccc(F)cc3)cc3c2N1CC3
1 | CCc1ccc(NC(=O)CSc2nc(NS(=O)(=O)c3ccccc3)cc(=O)[nH]2)cc1
-17 | Nc1cc(Cl)nnc1Cl
28 | COc1ccc2cc(C(=O)NCC(=O)O)sc(=O)c2c1OC
5 | CCOC(=O)C(=Cc1cc(=O)c(OC)co1)C(=O)OCC
18 | C/C=C(\C)C(=O)N[C@@H](C)CN1C2=NC[C@H](C(C)C)N2C[C@H]1Cc1ccc(OC)cc1
-3 | Cc1cc(C)cc(CN2CCC(Oc3ccc(C(=O)N4CCCC4)cc3)CC2)c1
-7 | COc1ccc(N(C(=O)c2ccco2)C(C(=O)NC2CCCC2)c2ccc(C)cc2)c(OC)c1 (stereo not given)
2 | O=C(Cn1cnc([N+](=O)[O-])c1)Nc1ccc(F)c(Cl)c1
-7 | COc1cccc(CN2CC(C(=O)NCc3ccc(C)o3)CCC2=O)c1 (stereo not given)
17 | Cc1ccc(NC(=S)NC(=O)c2sc3ccccc3c2Cl)c(C(=O)O)c1
-20 | CC(C)(C)c1ccc(-n2nc(C#N)c(Cl)cc2=O)cc1
15 | CCOc1cc(/C=N/N=C2/NC(=O)C(CC(=O)O)S2)ccc1OS(=O)(=O)c1ccc(C)cc1 (stereo not given)
-6 | COc1nc(-c2ccccc2)nnc1-c1ccccc1
-21 | CC[C@@H]1CC=C[C@H]2[C@H]1C(=O)N(Cc1ccccc1)[C@H]2c1ccc2ccccc2c1
-14 | O=[N+]([O-])c1ccc(-c2ccc(/C=N/c3c(-c4ccco4)nc4ccccn34)o2)c(Cl)c1
10 | O=c1c2[nH]c3ccccc3c2ncn1Cc1cccnc1
-1 | CN1CCN(c2ccc([N+](=O)[O-])cc2/C=N/NC(=O)c2ccc(F)cc2)CC1
-4 | CN(C)S(=O)(=O)c1ccc(Cl)c(NC(=O)CN2CCN(c3ccccn3)CC2)c1
-44 | NC(=O)c1ccccc1N/C=C/C(=O)c1ccc(Cl)cc1Cl
4 | Cc1cc(Cl)ccc1OCC(=O)Nc1ccc(CN2CCOCC2)cc1
-8 | COc1ccccc1NC(=O)CN1CCN(CC(=O)Nc2ccc(F)cc2F)CC1
-1 | CCOC(=O)c1c(-c2ccc(C)cc2)csc1NC(=O)/C(C#N)=C/c1ccc(O)c(OC)c1
28 | CCOc1ccc(CN2CCN(Cc3cc4ccccc4[nH]3)CC2CCO)cc1 (stereo not given)
8 | Cn1ccc(C(=O)Nc2cccnc2Cl)n1
13 | C/C(=N\O)c1sc(-c2ccccc2)nc1C
24 | CCS(=O)(=O)C1=NN2C(=N)/C(=C\c3ccc(SCc4ccco4)o3)C(=O)N=C2S1
-11 | CC1CC(O)C(C)CN1 (stereo not given)
-3 | Cc1nc(C)c(C(=O)C2=C(O)C(=O)N(CCCn3ccnc3)C2c2ccccc2)s1 (stereo not given)

Continued:
GASC-1 inh | Compound
14 | CC[n+]1c(/C=C2\Sc3ccccc3N2C)ccc2cccc(C)c21
-7 | COc1ccccc1-n1c(SC)nc2c(sc(=S)n2-c2ccccc2)c1=O
8 | O=C(Nc1nncs1)c1ccc(F)c(S(=O)(=O)N2CCCCC2)c1
-9 | O=C(CNC(=O)c1cccs1)N/N=C/c1cccc(Br)c1
6 | CCn1c(SCC(=O)Nc2cc(NC(C)=O)ccc2OC)nnc1-c1ccncc1
-6 | O=c1c2cn(Cc3ccccc3)c3ccccc3c-2nn1Cc1ccc(F)cc1Cl
1 | C#CCOCCOCCOCCNc1nc(N2CCN(C(=O)[C@H](CCC(=O)O)n3cc(C(N)CO)nn3)CC2)nc(N2CCN(C(=O)[C@H](CCC(=O)O)n3cc(C(N)CC(C)C)nn3)CC2)n1 (stereo not given in full)
0 | COc1ccc(CN2C(=O)c3ccccc3C2C(=O)NC2CCCC(C)C2C)c(OC)c1 (stereo not given)
29 | CCOc1cccc(-c2nnc(SCC(=O)Nc3cccc(OC)c3)n2N)c1
17 | O=CN1CCN(C(=S)NC(=O)c2ccc(Cl)cc2)CC1
-1 | Cc1ccc(C(=O)N2CCCC(CCC(=O)NCc3ccc(F)c(F)c3)C2)cn1 (stereo not given)
-12 | O=C(c1ccc(Cl)cc1)C1C2C(=O)N(c3ccccc3)C(=O)C2C2CCCN21 (stereo not given)
-9 | Nc1nc(-c2ccco2)nn1C(=O)c1ccc(F)cc1
29 | CCCCn1c(NC(=O)c2ccco2)c(S(=O)(=O)c2ccc(C)cc2)c2nc3ccccc3nc21
10 | Cc1cccc(N(Cc2ccccc2)C(=O)CCl)c1
-12 | Cc1ccc(CN(C)C(=O)C2CCC(=O)N(CCc3ccccc3)C2)o1 (stereo not given)
-9 | O=C(C1CCC(CNc2nc(=S)[nH]c3ccccc23)CC1)N1CCN(c2ccc(F)cc2)CC1 (stereo not given)
0 | Cc1nc(COC(=O)c2cc(O)c3ccccc3c2O)cs1
-35 | COc1cc([N+](=O)[O-])cc(/C=N/NC(=O)c2ccc(NC(=O)c3ccc(C)cc3)cc2)c1O
14 | COc1cccc(NC(=S)NN=C2CCCCCC2)c1
-4 | COc1cc([N+](=O)[O-])cc(/C=N/NC(=O)CC#N)c1O
-1 | CC1=CC(C)(C)N(C(=O)c2ccccc2)c2ccc(C)cc21
-12 | CSCCC(N=Cc1c(O)n(-c2ccc(F)cc2)c(=O)[nH]c1=O)C(=O)O (stereo not given)
-18 | NC(=S)n1[nH]c(-c2ccc([N+](=O)[O-])cc2)c(N=Nc2cccc(Cl)c2)c1=O
-3 | CC(C)C(=O)N1CCN(CCN2C(=O)c3cccc4cccc(c34)C2=O)CC1
? | CCNC(=O)N(C)c1nncnc1C(=O)NC
5 | COc1ccccc1C(=O)n1nc(-c2cccnc2)nc1NCc1ccccc1
0 | CN(C)CCCN(C(=O)CCOc1ccccc1)c1nc2c(F)cccc2s1
6 | Nc1c(C(=O)NCc2ccco2)c2nc3ccccc3nc2n1CCc1ccccc1
-18 | COc1ccc(CC(NC(C)=O)C(=O)NC2CCN(C(=O)c3cccc(Cl)c3)CC2)cc1OC (stereo not given)

(more compounds)
GASC-1 inh | Compound
-11 | COc1ccc(N(C(=O)c2snc(C(N)=O)c2N)C(C(=O)NC2CCCC2)c2ccco2)cc1OC (stereo not given)
-6 | Cc1ccc(CNCC(O)(c2ccccc2)c2ccc(Cl)cc2)cc1 (stereo not given)
-3 | COc1cc(C2C(C#N)=C(N)Oc3cc(C)n(CC4CCCO4)c(=O)c32)cc2c1OCO2 (stereo not given)
13 | O=C(Nc1ccccc1)N1N=CCC1c1ccccc1 (stereo not given)
-21 | CCOC(=O)c1c(C)[nH]sc1=S
6 | CC(C)Cn1c(SC(C)C(=O)Nc2ccc3c(c2)OCCO3)nc2ccccc2c1=O (stereo not given)
33 | CCOC(=O)c1c(C)oc2c1c(C=NCC1CCCO1)c(O)c1ccccc12 (stereo not given)
-1 | Cc1cccc(N(C)C(=O)c2cc3cc4ccc(C)cc4nc3o2)c1
19 | Nc1nc(CCl)nc(Nc2ccc3ccccc3c2)n1
-5 | CCc1nnc2c(NCCc3ccc(OC)c(OC)c3)nc3ccccc3n12
3 | CCOc1cccc2c1OC1(C)CC2NC(=O)N1Cc1ccccc1 (stereo not given)

Some of the entries so far, tab-delimited:
canonical_smiles	GASC-1 inh
CCOc1cccc(-c2nnc(SCC(=O)Nc3cccc(OC)c3)n2N)c1	29
O=CN1CCN(C(=S)NC(=O)c2ccc(Cl)cc2)CC1	17
Cc1ccc(C(=O)N2CCCC(CCC(=O)NCc3ccc(F)c(F)c3)C2)cn1 (stereo not given)	-1
O=C(c1ccc(Cl)cc1)C1C2C(=O)N(c3ccccc3)C(=O)C2C2CCCN21 (stereo not given)	-12
Nc1nc(-c2ccco2)nn1C(=O)c1ccc(F)cc1	-9
CCCCn1c(NC(=O)c2ccco2)c(S(=O)(=O)c2ccc(C)cc2)c2nc3ccccc3nc21	29
Cc1cccc(N(Cc2ccccc2)C(=O)CCl)c1	10
Cc1ccc(CN(C)C(=O)C2CCC(=O)N(CCc3ccccc3)C2)o1 (stereo not given)	-12
O=C(C1CCC(CNc2nc(=S)[nH]c3ccccc23)CC1)N1CCN(c2ccc(F)cc2)CC1 (stereo not given)	-9
Cc1nc(COC(=O)c2cc(O)c3ccccc3c2O)cs1	0
COc1cc([N+](=O)[O-])cc(/C=N/NC(=O)c2ccc(NC(=O)c3ccc(C)cc3)cc2)c1O	-35
COc1cccc(NC(=S)NN=C2CCCCCC2)c1	14
COc1cc([N+](=O)[O-])cc(/C=N/NC(=O)CC#N)c1O	-4
CC1=CC(C)(C)N(C(=O)c2ccccc2)c2ccc(C)cc21	-1
CSCCC(N=Cc1c(O)n(-c2ccc(F)cc2)c(=O)[nH]c1=O)C(=O)O (stereo not given)	-12
NC(=S)n1[nH]c(-c2ccc([N+](=O)[O-])cc2)c(N=Nc2cccc(Cl)c2)c1=O	-18
CC(C)C(=O)N1CCN(CCN2C(=O)c3cccc4cccc(c34)C2=O)CC1	-3
CCNC(=O)N(C)c1nncnc1C(=O)NC	?
COc1ccccc1C(=O)n1nc(-c2cccnc2)nc1NCc1ccccc1	5
CN(C)CCCN(C(=O)CCOc1ccccc1)c1nc2c(F)cccc2s1	0
Nc1c(C(=O)NCc2ccco2)c2nc3ccccc3nc2n1CCc1ccccc1	6
COc1ccc(CC(NC(C)=O)C(=O)NC2CCN(C(=O)c3cccc(Cl)c3)CC2)cc1OC (stereo not given)	-18
COc1ccc(N(C(=O)c2snc(C(N)=O)c2N)C(C(=O)NC2CCCC2)c2ccco2)cc1OC (stereo not given)	-11
Cc1ccc(CNCC(O)(c2ccccc2)c2ccc(Cl)cc2)cc1 (stereo not given)	-6
COc1cc(C2C(C#N)=C(N)Oc3cc(C)n(CC4CCCO4)c(=O)c32)cc2c1OCO2 (stereo not given)	-3
O=C(Nc1ccccc1)N1N=CCC1c1ccccc1 (stereo not given)	13
CCOC(=O)c1c(C)[nH]sc1=S	-21
CC(C)Cn1c(SC(C)C(=O)Nc2ccc3c(c2)OCCO3)nc2ccccc2c1=O (stereo not given)	6
CCOC(=O)c1c(C)oc2c1c(C=NCC1CCCO1)c(O)c1ccccc12 (stereo not given)	33
Cc1cccc(N(C)C(=O)c2cc3cc4ccc(C)cc4nc3o2)c1	-1
Nc1nc(CCl)nc(Nc2ccc3ccccc3c2)n1	19
CCc1nnc2c(NCCc3ccc(OC)c(OC)c3)nc3ccccc3n12	-5

Reformatted in markdown: part of the list above
| SMILES | GASC-1 inh |
| --- | --- |
| Nc1nc(CCl)nc(Nc2ccc3ccccc3c2)n1 | 19 |
| CC(C)Cn1c(SC(C)C(=O)Nc2ccc3c(c2)OCCO3)nc2ccccc2c1=O (stereo not given) | 6 |
